# High-throughput results: PubChem BioAssay, several laboratories
# MITF act: increases MITF-driven TRPM1 promoter luciferase signal. SK-MEL-5 TRPM1-promoter luciferase, 24 h; % of positive control, neutral wells = 0. activation, % at 12.5 µM. actives 0.75% (n = 300,000). AID 588334;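 active = mean activation of at least 80% with every replicate also reaching 80%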;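 also: 0% = neutral control wells and 100% = parthenolide positive control wells; values of inactives mirror those of a sister screen read the other way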
# NSD2 HMT inh: blocks human histone methyltransferase NSD2; O96028; actives 0.54% (n = 310,000); NSD2 peptide methylation, AlphaScreen, 120 min; inhibition, % at 12.5 µM; AID 743445; in the data active = inhibition above about 50%
# HTR5A ag ctr: activates human HTR5A in OPRM1-OPRD1 agonist counter-screen; P47898; HTR5A agonist assay, luminescence, cell-based; activation, % at 9.3 µM; actives 0.61% (n = 340,000); in the data active = activation mostly above about 9.5%, no sharp cut-off; inactive = mostly below about 7.6%;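 also: 0% = cells with vehicle only and 100% = reference agonist; strong numbers were not always called active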
# Target sequence (P47898 whole entry, looked up): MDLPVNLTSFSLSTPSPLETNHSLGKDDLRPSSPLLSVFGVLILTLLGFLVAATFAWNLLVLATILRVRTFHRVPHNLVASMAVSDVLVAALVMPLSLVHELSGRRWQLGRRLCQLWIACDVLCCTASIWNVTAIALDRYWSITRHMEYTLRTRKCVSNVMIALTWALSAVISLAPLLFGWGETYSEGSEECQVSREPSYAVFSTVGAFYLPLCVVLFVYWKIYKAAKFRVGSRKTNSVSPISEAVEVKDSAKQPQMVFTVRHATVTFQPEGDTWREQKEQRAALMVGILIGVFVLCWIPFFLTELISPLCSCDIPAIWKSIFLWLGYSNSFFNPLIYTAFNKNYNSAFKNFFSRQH
# CDK5 inh: CDK5/p35 (human) kinase inhibition. Recombinant CDK5/p35, ADP-Glo luminescence, 60 min. inhibition, % at 10 µM. actives 0.01% (n = 330,000);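 active = highest replicate inhibition of at least 50% and at least 75% of replicates reaching 50%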;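 also: plate controls were DMSO neutral control for no effect and GW8510 at 10 µM for full effect; many of its hits are not listed in these tables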
# Target sequence (Q00535 whole entry, looked up): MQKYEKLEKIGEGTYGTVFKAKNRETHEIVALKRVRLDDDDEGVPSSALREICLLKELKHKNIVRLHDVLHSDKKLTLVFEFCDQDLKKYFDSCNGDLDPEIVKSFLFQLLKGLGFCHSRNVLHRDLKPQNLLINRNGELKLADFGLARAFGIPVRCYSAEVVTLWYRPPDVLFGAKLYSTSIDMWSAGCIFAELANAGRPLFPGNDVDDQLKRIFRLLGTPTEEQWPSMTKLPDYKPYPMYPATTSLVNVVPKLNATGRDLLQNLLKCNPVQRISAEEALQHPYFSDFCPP
# Target sequence (Q15078 whole entry, looked up): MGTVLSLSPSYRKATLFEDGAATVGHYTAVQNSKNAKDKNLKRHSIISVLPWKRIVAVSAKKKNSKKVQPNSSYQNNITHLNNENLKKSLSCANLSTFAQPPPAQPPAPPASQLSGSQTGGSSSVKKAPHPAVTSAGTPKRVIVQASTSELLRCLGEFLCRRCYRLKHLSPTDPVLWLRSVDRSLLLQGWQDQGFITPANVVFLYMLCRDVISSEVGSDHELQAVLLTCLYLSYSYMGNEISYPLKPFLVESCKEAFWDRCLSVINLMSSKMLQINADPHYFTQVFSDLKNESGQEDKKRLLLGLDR
# Wnt bcat act: activators of Wnt/beta-catenin signaling. actives 1.2% (n = 300,000). Wnt/beta-catenin reporter cell assay, activator, plate reader. activation, % at 9.35 µM; in the data active = activation above about 30%, passing the limit was not always enough;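 also: 0% = neutral control wells and 100% = positive control wells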
# V-ATPase pHluor: alters yeast V-ATPase proton transport; S. cerevisiae, pHLuorin cytosolic pH fluorescence; response, % at 10 µM; actives 0.37% (n = 350,000); AID 504577; in the data active = response mostly above about 7.3%, no sharp cut-off; inactive = mostly below about 5.4%; also: actives read high; inactives centre near 0; some compounds called inactive have numbers as strong as hits; reference of the scale not given here
# SR-BI HDL uptake: mouse SR-BI HDL lipid transfer inhibition | ldlA[mSR-BI] CHO cells, DiI-HDL uptake fluorescence, 3 h | inhibition, % at 12.5 µM | actives 0.96% (n = 320,000);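 active = mean replicate inhibition of at least 70% and a set share of replicates each scoring 70 or more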;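 also: 0% = median of neutral control wells and 100% = median of positive control wells; values of inactives mirror those of a sister screen read the other way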
# dFosB act: activators of mouse delta FosB homodimer; P13346; purified delta FosB, TAMRA-CDK5 oligo fluorescence polarization; percent of positive-control signal above neutral wells; activation, % at 25 µM; actives 0.99% (n = 340,000); AID 493131;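 active = mean activation above about 17%, with every replicate also reaching it, limit read from the data, passing the limit was not always enough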;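 also: fluorescence polarization rise as delta FosB binds a TAMRA Cdk5 AP-1 oligo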
# HTR5A inv ctr: inverse agonist of human HTR5A in OPRM1-OPRD1 counter-screen; P47898; HTR5A cell line, luminescence, inverse agonism; inhibition, % at 9.3 µM; actives 0.083% (n = 340,000); in the data active = inhibition mostly above about 23%, no sharp cut-off; inactive = mostly below about 18%;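 also: 0% = cells with DMSO and 100% = no-cell wells with DMSO; some compounds called inactive have numbers as strong as hits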
# PvdQ inh: blocks Pseudomonas aeruginosa PvdQ acylase activity; purified PvdQ acylase, fluorescence plate reader; inhibition, % at 10 µM; actives 0.063% (n = 340,000); AID 488965; in the data active = inhibition above about 30%, passing the limit was not always enough;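 also: 0% = vehicle neutral wells and 100% = reference inhibitor wells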
# An asterisk follows results filed as active; · = no result given.
SMILES	MITF act	NSD2 HMT inh	HTR5A ag ctr	CDK5 inh	Wnt bcat act	V-ATPase pHluor	SR-BI HDL uptake	dFosB act	HTR5A inv ctr	PvdQ inh
Cc1ccccc1NS(=O)(=O)c1ccc(OCC(=O)N2CCCCC2)cc1	-12.0	-2.3	2.6	-0.1	-1.0	7.9	17.5	2.1	-8.3	-9.1
COCCN(C(=O)c1ccc(-c2ccc([N+](=O)[O-])cc2)o1)c1c(N)n(CC(C)C)c(=O)[nH]c1=O	17.8	0.8	1.2	-3.5	5.3	4.8	10.0	-6.2	16.8	-3.2
COc1ccc(C(=O)Nc2cccnc2)cc1OC	5.8	-1.2	-0.2	-0.8	·	-4.0	11.2	-12.5	-4.6	-10.1
COC(=O)c1ccc(CSc2nc3ccccc3o2)cc1	42.4	·	6.7	2.8	·	-7.7	-11.8	-7.2	-23.0	8.5
CC(C)(C)c1ccc(CN2C(=O)CSC2=O)cc1	6.2	-1.0	-5.9	-2.1	1.0	5.9	-5.9	-6.5	0.0	-5.9
CCN(CC(=O)NC1CCCCC1)S(=O)(=O)c1ccc(Cl)cc1	1.9	-0.9	0.0	-0.3	0.6	-0.6	·	5.7	0.1	8.5
COC(=O)c1ccc(NC(=O)CN2CCN(S(=O)(=O)c3cc(Cl)ccc3OC)CC2)cc1	-6.0	·	1.7	-1.9	·	0.5	20.8	-9.4	-16.0	-6.1
O=C1CC(c2ccc(Cl)cc2)n2nc(NS(=O)(=O)c3ccc(F)cc3)nc2N1 (centres undefined)	2.4	2.4	-3.1	-1.5	·	-0.9	-34.0	2.8	7.7	-18.4
Brc1ccc2c(c1)C(C1=NCCN1)c1ccccc1CS2 (centres undefined)	4.5	0.4	-0.4	-1.2	-5.8	0.1	-39.4	1.6	3.5	-15.7
O=C(N/N=C/c1cccc(Cl)c1)C(c1ccncc1)N1CCOCC1 (centres undefined)	·	-1.3	1.6	-0.9	2.6	-3.8	-0.3	-4.7	-1.1	-3.6
CCCCc1ccc(NC(=S)NCCCN2CCOCC2)cc1	13.8	4.0	-3.3	1.1	-3.5	0.9	-0.6	-0.6	6.3	-2.8
COc1ccc(C)cc1N(CC(=O)Nc1cccc(N(C)S(C)(=O)=O)c1)S(C)(=O)=O	4.4	4.9	8.5	-0.9	·	4.3	-3.3	-4.7	-17.9	0.1
Cc1ccc(NS(=O)(=O)c2ccc3c(c2)NC(=O)CCS3)cc1C	-2.7	-1.8	6.0	-3.8	-3.0	1.0	4.4	-8.2	-22.4	-10.7
C=CCSc1nc2sc3c(c2c(=O)n1CC=C)CCc1ccccc1-3	-17.7	0.8	3.3	-1.3	·	0.9	24.8	7.0	-33.7	5.2
COc1ccc(-c2noc(CCC(=O)N3CCC(C)CC3)n2)cc1	3.0	0.3	0.7	-2.4	·	-3.1	-12.4	-6.7	9.7	7.0
CCOc1cc(CNCCN2CCOCC2)ccc1OCc1ccccc1Cl	12.1	10.5	4.6	0.2	0.4	-1.4	30.0	-4.4	-13.7	-0.6
CCCn1c(N)c(N(CCOC)C(=O)COC(=O)c2ccccc2NCCO)c(=O)[nH]c1=O	18.5	0.3	0.0	0.9	3.0	2.8	8.7	-4.1	-1.6	-0.9
COc1cc(CNn2nnnc2N)cc(Br)c1OCc1c(Cl)cccc1Cl	-10.2	-2.3	6.2	1.9	·	-1.9	31.3	-13.8	-16.1	-18.9
CC(=O)NC(Cc1ccc(C)cc1)C(=O)NC1CCN(C(=O)c2ccc([N+](=O)[O-])cc2)CC1 (centres undefined)	-0.7	-2.1	-2.3	1.0	-0.4	-1.5	-11.5	-4.8	5.8	3.0
COc1ccccc1-c1nnc(NC(=O)Cc2ccccc2)o1	3.8	-0.3	-1.8	0.3	0.2	-5.6	6.7	3.9	6.7	-7.8
Cc1ccc(C)c(NC(=O)CN(C)C(=O)c2cc(S(=O)(=O)N3CCOCC3)ccc2N2CCCC2)c1	-2.5	5.0	2.8	-1.8	0.6	5.2	-14.5	-8.2	18.1	-8.1
C=COCCCNc1ncnc2sc(-c3ccccc3)cc12	-6.9	1.7	0.5	4.7	-1.8	2.2	35.9	9.7	-1.7	-16.4
Clc1ccc(N2CCN(Cc3ccco3)CC2)cc1	7.3	-1.9	-1.6	0.0	-1.5	2.7	6.6	-8.3	5.8	1.5
Nn1c(SCC(=O)NC2CCCCCC2)nnc1C(F)(F)F	8.0	9.2	-4.1	0.5	-1.5	-2.4	-11.4	-5.5	14.8	-2.1
CCN(C[C@H]1N[C@@](CC)(C(=O)OC)[C@H]2C(=O)N(Cc3ccccc3)C(=O)[C@@H]12)C(=O)Nc1ccc(OC)cc1	10.1	·	-1.5	0.2	4.1	0.8	1.4	-8.1	5.2	7.1

# Complete entries, quoted from the list. Values in the order: MITF act | NSD2 HMT inh | HTR5A ag ctr | CDK5 inh | Wnt bcat act | V-ATPase pHluor | SR-BI HDL uptake | dFosB act | HTR5A inv ctr | PvdQ inh
# Nn1c(SCC(=O)NC2CCCCCC2)nnc1C(F)(F)F is entered as 8.0 | 9.2 | -4.1 | 0.5 | -1.5 | -2.4 | -11.4 | -5.5 | 14.8 | -2.1
# COc1ccccc1-c1nnc(NC(=O)Cc2ccccc2)o1 is entered as 3.8 | -0.3 | -1.8 | 0.3 | 0.2 | -5.6 | 6.7 | 3.9 | 6.7 | -7.8

# Two compounds drawn at random from the list so far, as already listed:
SMILES	MITF act	NSD2 HMT inh	HTR5A ag ctr	CDK5 inh	Wnt bcat act	V-ATPase pHluor	SR-BI HDL uptake	dFosB act	HTR5A inv ctr	PvdQ inh
C=COCCCNc1ncnc2sc(-c3ccccc3)cc12	-6.9	1.7	0.5	4.7	-1.8	2.2	35.9	9.7	-1.7	-16.4
Brc1ccc2c(c1)C(C1=NCCN1)c1ccccc1CS2 (centres undefined)	4.5	0.4	-0.4	-1.2	-5.8	0.1	-39.4	1.6	3.5	-15.7

# (list continues)
SMILES	MITF act	NSD2 HMT inh	HTR5A ag ctr	CDK5 inh	Wnt bcat act	V-ATPase pHluor	SR-BI HDL uptake	dFosB act	HTR5A inv ctr	PvdQ inh
Cc1ccc(C2=N/C(=C\c3cccc(F)c3)C(=O)O2)cc1	·	-1.2	2.9	-2.7	-0.6	-2.6	-44.9	2.8	-10.7	-9.8
O=C(CNCC(=O)Nc1ccc(F)c(F)c1F)Nc1ccc(F)c(F)c1F	-0.4	-3.4	2.7	-0.5	-0.8	3.0	3.1	-3.4	-9.7	-17.3
O=C(O)CSc1nnc(Cc2ccccc2)n1-c1ccccc1	2.0	-58.2	-3.3	2.5	1.9	-1.1	-37.0	2.8	-26.4	-2.5
O=C(COC(=O)c1ccc(S(=O)(=O)NCc2ccco2)cc1)Nc1ccc(OC(F)F)cc1	2.6	-0.4	3.3	0.8	-6.0	-1.5	21.5	-3.3	-10.4	-11.1
CCN(CC)CCN1C(=O)C2C(C(=O)Nc3ccc(Br)cc3)C3C=CC2(O3)C1C(=O)NC1CCCCC1 (centres undefined)	8.8	5.0	0.6	-0.8	-3.0	-5.6	·	-5.7	-1.6	-10.3
CCN(CC)CCNc1ncnc2c1sc1nc(N3CCOCC3)c3c(c12)CCCC3	-76.8	29.2	6.7	-1.0	-0.6	-0.3	-2.9	31.0*	-20.9	13.7
O=C(N/C(=C/c1ccccc1)C(=O)N1CCCCC1)c1ccccc1	-7.8	-0.6	-3.8	-2.4	0.1	3.2	-7.1	-5.3	9.2	-17.2
CC(C)CC(=O)N1CCN(S(=O)(=O)c2ccc(Cl)cc2)CC1	-5.5	0.5	-0.5	-2.9	0.0	0.8	-8.3	-3.8	1.3	-10.1
C[C@H](NC(=O)NCc1cccs1)C(=O)O	-6.2	-1.9	0.6	-1.2	·	·	5.4	-10.5	-9.7	-5.0
O=C(NCc1ccccc1)c1ccco1	0.9	-0.9	-5.3	-1.0	-1.5	3.0	-32.7	8.6	12.9	5.6
C=CCn1c(=O)c2ccccc2n2c(SCC(=O)NC)nnc12	-7.5	35.8	2.9	-0.4	0.2	0.8	-38.9	-2.7	-10.8	6.4
O=c1[nH]c(CSc2ncc(C(F)(F)F)cc2Cl)nc2ccccc12	18.1	7.5	4.6	0.9	2.0	3.1	1.8	-4.6	-15.0	-5.1
COC(=O)C1=CN(Cc2ccccc2)C=C(C(=O)OC)C1c1ccc(O)c(OC)c1	·	-2.7	-1.6	0.6	1.8	-0.3	-19.8	1.3	-20.8	8.3
Cc1noc(NS(=O)(=O)c2ccc(NC(=O)/C=C/c3ccccc3)cc2)c1C	1.2	1.4	4.7	0.3	10.4	13.0*	-15.4	1.7	-11.9	7.8
CCCCOC(=O)C1=C(C)Nc2ncnn2C1c1ccc(OC)c(OC)c1OC (centres undefined)	-1.1	-0.6	1.0	1.5	·	-0.4	-31.0	-10.4	-16.8	-10.6
c1csc(-c2nc(-c3ccncc3)no2)c1	112.6*	-1.0	-2.5	-0.7	-1.9	-1.4	-8.9	-8.9	-19.3	-4.9
O=C(NCC(c1cccnc1)N1CCN(c2ccccc2)CC1)c1ccco1 (centres undefined)	-6.1	-0.7	0.8	0.8	-5.4	-3.2	-21.1	-0.8	-7.7	-14.5
O=c1cc(NCCCO)c2ccccc2o1	·	2.8	0.3	0.2	-1.5	-6.9	-8.0	0.6	-0.9	-12.4
CC(=O)NCc1ccc(-c2csc(NC(=O)CCc3nc4ccccc4c(=O)[nH]3)n2)s1	-5.5	-2.0	0.1	0.5	-0.7	2.8	27.5	-2.5	-0.2	4.7
CC(=O)C1CCC2C3CC=C4CC(SC(=N)N)CCC4(C)C3CCC12C (centres undefined)	-88.7	7.6	5.1	1.4	-1.1	-2.2	-38.8	-35.0	-19.4	-24.6
Cc1cc(C)n(-c2nc(NC(C)C)nc(NC(C)C)n2)n1	·	5.6	-4.5	-0.5	·	-2.7	-1.2	-4.8	-10.1	-11.0
Cc1nnc(NC(=O)c2csc3c2CCC(C)C3)s1 (centres undefined)	6.3	-4.8	-0.3	0.7	13.0	0.6	-0.1	-3.5	0.8	-4.6
C#CCOCCOCCOCCNc1nc(N2CCN(C(=O)[C@H](CCCCN)n3cc(C(N)CC(C)C)nn3)CC2)nc(N2CCN(C(=O)[C@H](CCC(=O)O)n3cc(C(N)[C@H](C)CC)nn3)CC2)n1 (some centres undefined)	-9.9	·	5.7	-0.9	·	3.7	-15.8	-6.8	-15.4	-11.9
CCC(=O)Nc1ccc(C(=O)CSc2nnc(CNc3ccc(Cl)cc3)o2)cc1OC	-14.3	-5.0	-0.7	-0.8	·	1.9	44.3	-1.5	1.9	-3.3
CCN(CCNC(=O)c1cc(C)nn1-c1ccccc1)c1ccccc1	-17.2	·	4.4	-1.1	-4.5	-1.3	·	-11.7	-12.3	-6.8
O=C1CSC(c2ccc([N+](=O)[O-])cc2)N1c1ccc(O)cc1 (centres undefined)	0.4	0.7	-5.1	1.0	-1.8	4.6	27.7	-1.2	18.1	-14.8
CCOc1ccc(S(=O)(=O)Nc2ccc(C(=O)N/N=C/c3c(C)nn(-c4ccccc4)c3N3CCCC3)cc2)cc1	-1.4	0.0	-3.6	0.7	1.7	1.7	53.7	-5.5	13.4	-2.1

# Structures listed above marked active in dFosB act:
Compound,MITF act,NSD2 HMT inh,CDK5 inh,Wnt bcat act,V-ATPase pHluor,SR-BI HDL uptake,dFosB act,PvdQ inh
CCN(CC)CCNc1ncnc2c1sc1nc(N3CCOCC3)c3c(c12)CCCC3,-76.8,29.2,-1.0,-0.6,-0.3,-2.9,31.0*,13.7
